Screening data as filed in PubChem BioAssay.
Lipid storage S3: qHTS Assay for Lipid Storage Modulators in Drosophila S3 Cells; hit rate 0.64% among 320,000; Potency in µM for hits, for the others lipid storage change, negative = inhibition, % at the top dose, mostly 46.1 µM; Drosophila S3 cells, BODIPY lipid droplet fluorescence, 18-24 h; cells fed with added oleic acid; active = well fitted inhibition curve with a large enough effect in the signal ratio, with a control signal flat, not every such curve was filed as active; inconclusive = small, poorly fitted or top-dose-only effect, or effect the other way, or a change in a side signal; the % refers to the signal ratio
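Drosophila S3 cells got compounds at several concentrations plus oleic acid (400 uM solution). Laser-scanning cytometry with 488 nm excitation read lipid droplets at 500-530 nm and cells at 575-640 nm. Percent activity was relative to 20 uM Triacsin C.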
Lipid storage S3 cell count max: second read-out of Lipid storage S3, no call of its own (marks repeat the call); cell number change, %; measured here: cell count max response;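 cells counted by Cell Tracker Red CMTPX staining in the red channel; peak over a dose series mostly up to 46.1 µM; percent activity relative to internal control wells on each plate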
* hit, by the source's call; i = inactive; ? = inconclusive; · = no result given. % is scaled to controls: 0 for no effect and ±100 for the full control effect; potency is read from the fitted curve at half-maximal effect. A portion of the library; rates above refer to the full screens.

SMILES | Lipid storage S3 | Lipid storage S3 cell count max
Cc1cccc(OC(=O)C2C(c3ccccc3)C(C(=O)O)C2c2ccccc2)c1 (stereo not given) | i | ·
Cc1ccc(NNC(=O)c2c(C)noc2C)cc1Cl | ? | ·
CCN(CC)CCn1c(SCC(=O)Nc2ccc3c(c2)CCC3)nc2ccccc2c1=O | ? | ·
Cc1cc(C)cc(NC(=O)COC(=O)CC2CCCC2)c1 | ? | ·
Cc1ccccc1OCCC(=O)OCC(=O)NC1CC1 | ? | ·
COc1ccccc1C(=O)NC(C)c1cccc2ccccc12 (stereo not given) | ? | ·
Cc1cc([N+](=O)[O-])ccc1NC(=O)c1csc(C)c1C | ? | ·
C#CCOCCOCCOCCNc1nc(N2CCN(C(=O)[C@H](CCCCN)n3cc(C(N)CO)nn3)CC2)nc(N2CCN(C(=O)[C@H](CCC(=O)O)n3cc(C(N)Cc4ccc(O)cc4)nn3)CC2)n1 (stereo not given in full) | -6% | 17
COc1ccc(N/C(=C(/C(Cl)=C(Cl)Cl)[N+](=O)[O-])n2nnc3ccccc32)cc1 | ? | ·
N#CCN(CC#N)C(=O)C1c2ccccc2Oc2ccccc21 | ? | ·
CCOc1cc(NC(=O)c2cccs2)c(OCC)cc1NC(=O)c1ccccn1 | -16% | -9
Cc1cc(C)n2nc(C(=O)Nc3cccc(S(=O)(=O)N4CCOCC4)c3)nc2n1 | ? | ·
CCCCN(C)C(=O)c1cccc(OC2CCN(CC(C)(C)C)CC2)c1 | ? | ·
O=C(Nc1ccccc1)N1CCSc2cc(Cl)ccc21 | ? | ·
COc1cccc(CC(=O)Nc2ncc(C)s2)c1 | i | ·
CCc1ccc(NC(=O)N2CCN(c3ccc(F)cc3)CC2)cc1 | -5% | -18
C(=C\c1nc(-c2cccnc2)no1)/c1ccccc1 | -2% | 2
COC(=O)c1ccc(Sc2ccccc2NS(=O)(=O)c2ccc(NC(C)=O)cc2)nc1 | i | ·
CC(C)(C)NC(=O)C1CC(=O)OC12CCOC(C)(C)C2 (stereo not given) | ? | ·
CC(=O)c1cccc(N=Cc2c(O)c3ccccc3oc2=O)c1 | ? | ·
C/C(=C\C(=S)Nc1ccccc1)Nc1cccc2ccccc12 | ? | ·
COc1cccc(-n2nnnc2SCC(=O)NCCc2ccc(OC)c(OC)c2)c1 | ? | ·
CCOC(=O)C1=C(C)NC(C)=C(C(=O)OCC)C1 | ? | ·
CCOc1ccccc1NC(=O)C(OC(=O)c1ccc(CC)cc1)c1ccccc1 (stereo not given) | ? | ·
Cc1ccc2cc(C(=O)O)c(C)nc2c1 | 8% | -3
CC(=O)NC1C(=O)N(CCN2CCOCC2)c2ccc(Br)cc21 (stereo not given) | -2% | 1
CCC(CC)C(=O)Nc1nnc(S(=O)(=O)N2CCc3ccccc32)s1 | ? | ·
O=C(O)C1OC(Oc2c(-c3ccc(O)c(O)c3)oc3cc(O)cc(O)c3c2=O)C(O)C(O)C1O (stereo not given) | -10% | -5
COc1ccc(-c2csc3ncnc(N4CCN(c5ccccc5Cl)CC4)c23)cc1 | ? | ·
COC(=O)c1ccc2c(c1)N(C)S(=O)(=O)c1cnc(SCC(=O)C(C)(C)C)nc1-2 | 6% | 1
Cc1cc(C)c([N+](=O)[O-])cc1NCC(=O)N1CCN(c2ccccc2)CC1 | ? | ·
CC(C)(C)NC(=O)C(c1ccncc1)N(Cc1ccco1)C(=O)c1ccc(-c2ccccc2)[nH]1 (stereo not given) | ? | ·
CC(C)OC(=O)CSc1nnc(-c2ccncc2)n1N | 16% | -10
O=S(=O)(Nc1nc2ccccc2nc1NCC1CCCO1)c1cccc(Cl)c1 (stereo not given) | 3% | 11
COc1ccc2[nH]c3c(N4CCN(Cc5ccc6c(c5)OCO6)CC4)ncnc3c2c1 | ? | ·
O=C(NNC(=O)C1CC1)c1ccccc1[N+](=O)[O-] | ? | ·
Cc1cc(-c2cc(C(=O)O)c3ccccc3n2)c(C)s1 | 8% | 23
CC1(C)CC(NC(=O)c2ccc(Cl)c(Cl)c2)CC(C)(C)N1 | i | 3
CCOc1cc(N2CCOCC2)c(OCC)cc1NC(=O)CSc1ncn[nH]1 | ? | ·
COc1ccc(S(=O)(=O)Nc2ccc(S(=O)(=O)Nc3cc(C)nc(C)n3)cc2)cc1OC | i | 24
Cc1[nH]c2ccccc2c1C(=O)CN1C(=O)C(=O)N(Cc2ccco2)C1=O | -9% | -6
O=C(NCCCN1CCCC1=O)c1c(O)nc2sccn2c1=O | ? | ·
CCOC(=O)c1c(NC(=O)Cn2cnc([N+](=O)[O-])n2)sc2c1CCCC2 | -12% | 3
CCC(=O)Nc1c(C)nn(C(=O)CC)c1C | ? | ·
CCCCOC(=O)c1nc[nH]c1C(=O)OCCCC | ? | ·
CC(C)(C)c1ccccc1NC(=O)C1=COCCO1 | ? | ·
CSc1nc2cc(S(=O)(=O)N3CCOCC3)ccc2s1 | i | ·
C/C(=N\NC(=O)c1ccccc1)c1ccc(-n2ccnc2)cc1 | 16% | 2
CCC(C)NC(=O)c1ccccc1-c1nc2ccccc2[nH]1 (stereo not given) | 2% | 4
CCOc1ccc(S(=O)(=O)N(CC)CC)cc1NS(=O)(=O)c1ccc(F)c(F)c1F | ? | ·
CC(C)Oc1ccc(CNC2CCOC(C)(C)C2)cc1 (stereo not given) | ? | ·
CC(C)(C)c1ccc(-n2ncc3c2CCCC3NC(=O)CCn2cncn2)cc1 (stereo not given) | 3.7µM* | -30*
Cc1csc(NC(=O)c2nc3nc(C)cc(C)n3n2)n1 | ? | ·
CCOc1ccc2ccccc2c1/C=N/n1cncn1 | i | ·
CC(=O)Nc1cccc(C(=O)Nc2ccc(S(=O)(=O)NC3=NCCCCC3)cc2)c1 | 5% | 5
CC(C)c1ccc(NC(=O)CN2C(=O)c3ccccc3S2(=O)=O)cc1 | i | -3
COc1ccc(CCNC(=O)c2cc(COc3c(F)cccc3F)on2)c(OC)c1 | 3% | 11
O=C(NCCC1=CCCCC1)C1CCC(=O)N(Cc2ccc(Cl)cc2)C1 (stereo not given) | ? | ·
O=C(c1cccc(-c2ccccc2)c1)N1CC[C@@H](N2CCC(O)CC2)[C@H](O)C1 | i | -8
COc1cc(NS(=O)(=O)c2ccc(NC(=S)NC(=O)/C=C/c3ccc(F)cc3)cc2)ncn1 | 3% | 9

Profiles from above:
COc1cc(NS(=O)(=O)c2ccc(NC(=S)NC(=O)/C=C/c3ccc(F)cc3)cc2)ncn1 is entered as Lipid storage S3: 3%; Lipid storage S3 cell count max: 9
CC(C)Oc1ccc(CNC2CCOC(C)(C)C2)cc1 (stereo not given) is entered as Lipid storage S3: ?; Lipid storage S3 cell count max: ·

Other results follow.
SMILES | Lipid storage S3 | Lipid storage S3 cell count max
O=C(COc1ccc(Cl)cc1)NCCN1CCCC1 | ? | ·
C/C(=N\NS(=O)(=O)c1ccc([N+](=O)[O-])cc1)c1ccc(NC(=O)c2ccco2)cc1 | 4% | 12
CC(=O)NCCOC(=O)Nc1sc(=S)n(C)c1C | 0% | -1
COc1ccc(N=Cc2oc3ccc4ccccc4c3c2O)cc1 | ? | ·
CCn1nc(NS(=O)(=O)c2ccc([N+](=O)[O-])cc2)c2cc3cc(C)ccc3nc21 | i | ·
O=C(CSc1nc2c(c(C(F)(F)F)n1)CCc1ccccc1-2)NCc1ccco1 | ? | ·
CCOc1cc(/C=N\NC(=O)Cn2nc([N+](=O)[O-])cc2C)ccc1OCc1cccc2ccccc12 | -9% | -22
CC(C)c1ccc(C2(C)NC(=O)N(CC(=O)NC3CCCC(C)C3C)C2=O)cc1 (stereo not given) | ? | ·
Cc1cc(C)n(-c2nc3ccccc3nc2N2CCN(C(=O)c3ccc(F)cc3)CC2)n1 | -2% | -3
CCn1c(SCC(=O)NC2CCCC2)nnc1-c1ccoc1C | ? | ·
COc1ccc(S(=O)(=O)N(CCCN2CCCC2=O)Cc2cc3cc(C)c(C)cc3[nH]c2=O)cc1 | ? | ·
O=C(NCc1ccco1)c1nn(-c2ccccc2)c(=O)c2ccccc12 | 14% | -16
CC(C)(C)c1ccc(NC(=O)COC(=O)C2CCCC2)cc1 | ? | ·
COC(=O)CSc1nccc(-c2cccs2)n1 | ? | ·
O=c1c(Cl)c(N/N=C/c2ccc(Cl)cc2)cnn1-c1ccccc1 | ? | ·
Nc1c(C(=O)OCC(=O)NCc2ccccc2)[nH]c(=O)[nH]c1=O | 8% | -3
O=C(c1ccc(S(=O)(=O)N2CCCCC2)cc1)N1CCN(CCN2C(=O)c3cccc4cccc(c34)C2=O)CC1 | ? | ·
CC(=O)c1ccccc1NS(C)(=O)=O | ? | ·
O=C(O)/C=C/c1cccc2c1OCCO2 | -6% | 15
O=C(O)c1ccc(COc2ccc(/C=N/NC(=O)c3cccs3)cc2)cc1 | 0% | -10

Reformatted field by field: entries from further up.
structure: Nc1c(C(=O)OCC(=O)NCc2ccccc2)[nH]c(=O)[nH]c1=O
  Lipid storage S3 = 8%
  Lipid storage S3 cell count max = -3
structure: COC(=O)CSc1nccc(-c2cccs2)n1
  Lipid storage S3 = ?
  Lipid storage S3 cell count max = ·
structure: Cc1cc(C)n(-c2nc3ccccc3nc2N2CCN(C(=O)c3ccc(F)cc3)CC2)n1
  Lipid storage S3 = -2%
  Lipid storage S3 cell count max = -3

The list goes on:
SMILES | Lipid storage S3 | Lipid storage S3 cell count max
CC1(c2nnc(-c3cccc(Cl)c3)o2)CC(c2ccccc2Br)=NO1 (stereo not given) | -29% | 12
CC(=O)N1CCN(S(=O)(=O)c2ccc3c(c2)CC(=O)N3)CC1 | 16% | -13
O=[N+]([O-])c1ccc(NCCCN2CCOCC2)c([N+](=O)[O-])c1 | 7% | 17
Cc1ccc(C(=O)NNC(=S)NCC2CCCO2)cc1[N+](=O)[O-] (stereo not given) | ? | ·
CN1C(=O)[C@@H]2C[C@@]3([C@@]45C[C@H]6C(=O)N(C)[C@@H](Cc7ccccc7)C(=O)N6[C@@H]4Nc4ccccc45)c4ccccc4N[C@H]3N2C(=O)[C@@H]1Cc1ccccc1 | 14% | -21
Cc1cccc(C)c1OCC(=O)Nc1cc(Cl)ccc1-n1cncn1 | ? | ·
CCc1ccccc1NC(=O)CN(C)S(=O)(=O)c1ccc(-c2ccc(=O)[nH]n2)s1 | i | ·
O=C(COC(=O)CCc1c[nH]c2ccccc12)NCc1ccc(Cl)cc1 | 4% | 1
O=C(c1cccn2c(=O)c3cc(Cl)ccc3nc12)N1CCOCC1 | ? | ·
NC(=O)COC(=O)/C=C/c1ccccc1[N+](=O)[O-] | ? | ·
CC(C)(C)c1ccc(S(=O)(=O)Nc2ccccn2)cc1 | -3% | -9
CCOC(=O)c1c(-c2ccc(C)c(C)c2)csc1NC(=O)C1CC=CCC1C(=O)O (stereo not given) | ? | ·
COc1ccc(CN2CCN(Cc3cc4ccccc4o3)CC2CCO)cc1C (stereo not given) | ? | ·
COc1cc(OC)c(CN2CCC(CO)(CCOc3ccccc3)CC2)c(OC)c1 | -1% | -8
CSc1nnc(-c2cccn(Cc3ccccc3)c2=O)o1 | ? | ·
O=C(NCc1cccnc1)c1nc(-c2ccc(C(F)(F)F)cc2)no1 | ? | ·
COc1ccc(C(NC(=O)/C=C/c2ccco2)c2ccc(OC)c(OC)c2)cc1 (stereo not given) | -15% | -11
COC(=O)c1c(C(=O)OC)c(-c2cccc(C)c2)n2c1CS(=O)C2 (stereo not given) | ? | ·
CCCCc1ccc(NC(=O)COc2ccc(C(=O)Nc3ccccc3OC)cc2)cc1 | 3% | -7
Nn1nnc2ccccc21 | 6% | -13
Cc1ccc(C)c(NC(=O)COC(=O)CCc2ccc(S(=O)(=O)N3CCOCC3)cc2)c1 | -14% | 0
CCN(C(=O)c1cnc(OC)cc1C(F)(F)F)c1ccc(Cl)cc1 | 1% | 5
O=C(OC(C(=O)NCc1ccco1)C(OC(=O)c1ccccc1)C(=O)NCc1ccco1)c1ccccc1 (stereo not given) | ? | ·
Cc1ccc(NC(=O)COC(=O)CCC(=O)c2ccc(Cl)cc2)cc1S(=O)(=O)N(C)C | 13% | ·
CC(OC(=O)c1ccccn1)C(=O)Nc1ccc(C(F)(F)F)cc1 (stereo not given) | ? | ·
Cc1cc(C)nc(N/C(=N\S(=O)(=O)Cc2ccccc2)Nc2ccc(F)c(Cl)c2)n1 | ? | ·
COc1ccc(C(=O)CN(CCC(=O)O)S(=O)(=O)c2ccc([N+](=O)[O-])cc2)cc1 | 22% | 11
N/C(=N\OC(=O)Cc1ccccc1[N+](=O)[O-])c1ccncc1 | ? | ·
COc1ccc(-c2nc(-c3ccncc3)no2)cc1 | 12% | 9
CCOC(=O)c1cc(-c2csc(-c3ccc(C(F)(F)F)cc3)n2)on1 | ? | ·
Cc1csc(NC(=O)c2ccc(S(=O)(=O)N(C)c3ccccc3)cc2)n1 | -5% | -15
COC(=O)c1sc(NC(=O)c2c(-c3ccccc3)noc2C)nc1C | 13% | -8
Cc1cc(S(=O)(=O)Nc2ccc(C(=O)NCC(c3ccco3)N3CCCCC3)cc2)ccc1F (stereo not given) | ? | ·
c1csc(-c2nn3c(Cn4cnc5ccccc54)nnc3s2)c1 | ? | ·
S=c1[nH]nc(-c2cc(-c3ccccc3)n[nH]2)n1/N=C/c1c(Cl)cccc1Cl | -9% | -26
COc1ccc(-c2cn3c4c(sc3n2)CCCC4)cc1 | ? | ·
COc1ccc(C(=O)COC(=O)C2CCN(S(=O)(=O)c3cccc4cccnc34)CC2)cc1 | 16% | 1
COC(=O)CSc1nnc(CNC(=O)c2ccc(S(=O)(=O)N(C)C)cc2)n1C | 5% | ·
